APP transl inh = APP translation inhibition; inhibition, % at 2 µM; AID 1285; hit rate 0.82% among 190,000; SH-SY5Y APP 5'UTR-luciferase reporter, luminescence;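 active = inhibition above a set limit, derived from the sample mean plus 3 SD, cut at about 45% in these data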; note: values of inactives mirror those of a sister screen read the other way
ROMK primary = modulators of human ROMK potassium channel | B-score at 10 µM | hit rate 2% among 130,000 | P48048 | AID 1918 | Tet-inducible ROMK, thallium flux fluorescence; actives lie on both sides;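 active = signal ratio slope over the read window, or its plate-corrected B-score, at least 3 SD from the plate mean, either direction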;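 note: B-score of the F/F0 ratio slope over 7 to 12 s after thallium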
Target sequence (P48048 whole entry, looked up): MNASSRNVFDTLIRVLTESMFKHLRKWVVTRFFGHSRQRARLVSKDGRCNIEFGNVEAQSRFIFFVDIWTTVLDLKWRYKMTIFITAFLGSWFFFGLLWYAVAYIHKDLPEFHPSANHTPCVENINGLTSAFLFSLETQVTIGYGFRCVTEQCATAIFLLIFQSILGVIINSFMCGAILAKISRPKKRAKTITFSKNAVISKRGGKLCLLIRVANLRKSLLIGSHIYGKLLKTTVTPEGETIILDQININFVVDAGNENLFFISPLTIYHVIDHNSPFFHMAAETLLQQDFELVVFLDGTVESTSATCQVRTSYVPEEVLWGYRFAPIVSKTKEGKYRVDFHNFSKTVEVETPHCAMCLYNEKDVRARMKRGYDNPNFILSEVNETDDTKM
STAT1 blocker = reduces IFN-gamma driven STAT1 reporter signal | AID 920 | inhibition, % at 5.5 µM | NIH 3T3 STAT1-luciferase reporter, luminescence | hit rate 0.35% among 200,000;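 active = inhibition above a set limit, the mean inhibition across all tested compounds plus 3 SD, cut at about 34% in these data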;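 note: 0% = IFN-gamma with DMSO and 100% = IFN-gamma with 300 µM nifuroxazide; values of inactives mirror those of a sister screen read the other way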
APP 5'UTR act = activates APP 5'UTR luciferase reporter | SH-SY5Y APP 5'UTR luciferase reporter, luminescence; zero percent = DMSO vehicle wells | activation, % at 2 µM | hit rate 1% among 190,000 | AID 1276;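 active = activation above a set limit, based on mean plus 3 SD of controls, cut at about 140% in these data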; note: values of inactives mirror those of a sister screen read the other way
STAT1 act = activators of IFN-gamma induced STAT1 signaling; NIH 3T3 STAT1-luciferase reporter, luminescence; 100% = IFN-gamma alone, no compound; activation (% of control), % at 5.5 µM; hit rate 2.6% among 200,000;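 active = activation above the screen-wide mean activation plus 3 SD, cut at about 130% in these data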;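 note: raw ratio to IFN-gamma control signal so 100% means no change and 0% no light; values of inactives mirror those of a sister screen read the other way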
STAT3 activator = STAT3 signaling activation; U3A cells, IL-6 STAT3-luciferase reporter, luminescence; 100% = signal with IL-6 EC80 alone; activation (% of control), % at 5.6 µM; hit rate 0.91% among 190,000; AID 871;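 active = activation above the screen-wide mean of compound activation plus 3 SD, cut at about 130% in these data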;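 note: 0% = background luminescence of wells with medium and substrate only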
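Assay system – human STAT1-deficient U3A cells with stable STAT3-luciferase reporter · Also added – IL-6 (33 ng/mL) · Schedule – compound 1 h, then IL-6 6 h at 37 °C · Technique – reporter luminescence signal · Evaluation – % activation versus median of IL-6-stimulated wells · Benchmarks – IL-6-only wells as 100% reference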
STAT3 inh = reduces IL-6 driven STAT3 reporter signal; U3A cells, IL-6 STAT3-luciferase reporter, luminescence; host cell line lacks STAT1; inhibition, % at 5.5 µM; hit rate 0.89% among 190,000;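 active = inhibition above the mean inhibition across all screened compounds plus 3 SD, cut at about 44% in these data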;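 note: 0% = DMSO only wells and 100% = 100 µM nifuroxazide control wells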
NF-kB expr up = raises NF-kB expression in human neuronal cells; NF-kB reporter expression; stronger effect = higher value; fold change at 12.5 µM; hit rate 1.6% among 190,000; in the data active = fold change above about 3.3
FLuc act counter = firefly luciferase counter-screen for stimulation assays; activation factor at 10 µM; ATPlite luciferase biochemical, luminescence, 10 min; 0 = ATP-free wells, 1 = DMSO control; P08659; 200,000 tested, under 10 active;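 active = luciferase activation factor, scaled between plate controls, of at least 2 with compound at 10 µM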
Target sequence (P08659 whole entry, looked up): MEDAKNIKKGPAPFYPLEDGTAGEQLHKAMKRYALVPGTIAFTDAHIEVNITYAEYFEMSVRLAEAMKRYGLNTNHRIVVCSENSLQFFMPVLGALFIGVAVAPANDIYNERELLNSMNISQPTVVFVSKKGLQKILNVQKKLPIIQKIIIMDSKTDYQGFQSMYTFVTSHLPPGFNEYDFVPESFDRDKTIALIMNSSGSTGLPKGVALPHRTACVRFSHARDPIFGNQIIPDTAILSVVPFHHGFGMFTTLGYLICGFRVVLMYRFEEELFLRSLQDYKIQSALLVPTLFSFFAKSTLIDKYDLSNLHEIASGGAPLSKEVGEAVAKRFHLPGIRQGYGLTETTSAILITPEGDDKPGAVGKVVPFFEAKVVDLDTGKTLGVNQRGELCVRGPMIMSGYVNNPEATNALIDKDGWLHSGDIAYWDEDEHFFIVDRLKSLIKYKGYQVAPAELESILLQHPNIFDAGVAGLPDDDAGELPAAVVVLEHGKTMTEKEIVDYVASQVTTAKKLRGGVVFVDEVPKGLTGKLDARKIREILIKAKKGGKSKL
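System: luciferase plus luciferin reagent, cell-free; medium: PBS as buffer for the ATP substrate; dosing: test compounds dosed from 2 mM stocks in 100% DMSO; timing: 10 min post-reagent at room temperature; measured by: luminescence measurement of luciferase light output; evaluation: luciferase activation, seen as luminescence increase over controls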
FLuc inh counter = Photinus pyralis luciferase inhibition counter-screen. inhibition, % at 10 µM. P08659. hit rate 1.5% among 200,000. ATPLite firefly luciferase biochemical luminescence, 10 min;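 active = inhibition above about 50% when tested at 10 µM, limit read from the data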
Active calls of the source: *; . = not tested or not shown.

SMILES	APP transl inh	ROMK primary	STAT1 blocker	APP 5'UTR act	STAT1 act	STAT3 activator	STAT3 inh	NF-kB expr up	FLuc act counter	FLuc inh counter
O=C(NCc1ccc(Cl)cc1)C(=O)c1c[nH]c2ccccc12	-11	0.77	-3	11	103	86	24	0.98	1.1	-8
COc1cccc(C(CC(=O)NCC2CCCO2)NS(=O)(=O)c2ccc(C)cc2)c1OC (stereo unspecified)	0	.	2	0	98	94	12	1.1	1.1	-5
CC(=NCCN1CCN(C(=S)Nc2ccccc2)CC1)C1=C(O)CC(C)(C)CC1=O	-9	-0.088	0	9	100	95	13	1.1	1.1	-7
CC(C)NC(=O)c1onc(CSc2cccc(Cl)c2)c1C(=O)O	-6	.	-3	6	103	111	-12	1.4	1	-3
Cc1ccc(-n2c(C)nc3ncnc(-c4ccccc4)c32)cc1	-8	-1.5	0	8	100	101	8	1.1	1	-4
CCOC(=O)C1=C(c2ccccc2)NC(=O)NC1c1ccc(OC)cc1 (stereo unspecified)	16	-0.98	0	-16	100	101	4	0.92	1.1	-8
C/C(Cl)=C\CNC(C)c1ccccc1 (stereo unspecified)	-2	.	3	2	97	92	13	1	1.1	-12
COc1ccc(CNc2cc([N+](=O)[O-])ccc2OC)cc1	-2	.	4	2	97	82	31	1.1	1	-2
Cc1ccc(C(C)C)c(OCCN2C(=O)NC(C)(C)C2=O)c1	.	-0.71	-3	.	97	105	-6	1.1	1.1	-7
Cc1ccc(C)c(SCc2noc(C(=O)NCC3CCCO3)c2C(=O)O)c1 (stereo unspecified)	-5	.	5	5	96	100	1	1.2	1.1	-8
Cc1cc(C)cc(NC(=O)NN2C(C)CCCC2C)c1 (stereo unspecified)	-14	0.55	-5	14	102	106	-2	1.1	1.1	-8
CCOc1ccc2oc(C(=O)NCC(C)(C)CN(C)C)c(C)c2c1	14	0.9	-6	-14	105	108	-6	1.1	1	1
COc1ccc(/C=C/C(O)=C2/C(=O)NC3(C)CC2c2ccccc2O3)c(OC)c1OC (stereo unspecified)	-16	-0.75	0	16	98	108	-8	1.1	1.1	-6
O=C(NCc1ccccc1)C1CC(=O)N(c2ccc(OCC(=O)N3CCCC3)cc2)C1 (stereo unspecified)	-12	0.32	5	12	94	102	-1	1.2	1.1	-6
COc1cc2c(cc1OC)C(C(=O)N(C)Cc1ccccc1)C(c1cccnc1)N(C)C2=O (stereo unspecified)	-6	-0.32	4	6	95	98	5	1	1	-2
CCOC(=O)C1CCN(C(=O)c2ccc(CNS(=O)(=O)c3ccc(C)cc3)cc2)CC1	-19	0.015	7	19	92	99	6	0.82	1	-5
CCN1C=C(Cc2ccc(OC)cc2)C2=C(C1)C(c1ccc(OC)cc1)C(C#N)=C(N)O2 (stereo unspecified)	-6	.	9	6	92	103	3	0.81	0.9	5
CCOC(=O)C(=O)Nc1ccc([N+](=O)[O-])cc1OC	-2	-0.047	1	2	99	94	10	1.3	1	-5
O=C(NCc1cccnc1)c1cccc(Cl)c1	1	.	-3	-1	102	98	3	1	1.1	-5
N#Cc1nc(-c2ccco2)oc1NCCc1ccccc1	-12	.	-18	12	116	79	27	1.4	1	1
CCc1ccc(NC(=O)c2cc(Br)ccc2Br)cc1	-10	0.0068	10	10	89	92	15	0.98	1	2
Cc1cc(C)n(/N=C/c2c[nH]c3ccccc23)c(=O)c1	-16	.	-1	16	101	119	-21	1.3	1	-4
Cc1ccc(S(=O)(=O)N2CCC(C(=O)NNC(=O)c3cccnc3)CC2)cc1	-13	-0.62	-10	13	109	102	0	1.3	1.1	-6
O=C(C1CCCO1)N1CCN(C(=S)Nc2ccccc2F)CC1 (stereo unspecified)	0	0.64	4	0	97	102	1	0.88	1	-4
CCOc1c(Cl)cnn(-c2ccc(C)cc2)c1=O	-10	.	-13	10	111	85	21	1.5	1	-2
CC12CCC(C(=O)N(c3ccc(Cl)cc3)C1=O)C2(C)C (stereo unspecified)	-9	-1.4	1	9	99	94	10	1.4	1.1	-7
Cn1c(CSCc2ccccc2)nnc1SCC(=O)Nc1ccc(C(=O)O)cc1	-16	0.98	0	16	98	97	8	1.2	1	1
CCN(c1ccccc1)c1ncnc2c1cnn2-c1ccccc1	-41	.	-34	41	131*	114	-7	1.3	1	5
O=C(CN1C(=O)c2ccccc2C1=O)NCC(=O)OCC(=O)c1cccc([N+](=O)[O-])c1	-5	1	-7	5	106	104	-3	1.1	1.1	-10
Cc1ccc(Cn2nc(C)c3cc(C(=O)OCC(N)=O)sc32)cc1	1	-0.13	6	-1	95	97	8	1.2	1.1	-6
COc1ccc(OC)c(S(=O)(=O)N2C(C)CCCC2C)c1 (stereo unspecified)	1	-1.6	-4	-1	102	99	6	0.9	1.1	-7
CC(C)Nc1nc(NC(C)C)nc(N(C#N)CCOc2ccc(Cl)cc2Cl)n1	-20	-1.7	3	20	97	108	-7	0.7	1	-2
COc1cc(Cl)c(S(=O)(=O)NCCCN2CCOCC2)cc1Cl	-6	0.067	-3	6	103	101	-1	1.2	1.1	-6
CCN(CC)CCCNC(=O)C1CCCN(c2nnc(N3CCCC3=O)s2)C1 (stereo unspecified)	10	0.32	-2	-10	102	104	1	1	1	-3
Brc1ccc2nc(CSc3ncn[nH]3)cn2c1	-10	.	-18	10	116	108	0	1.5	1	2
CC1CN(C(=S)NC(=O)c2ccco2)CC(C)O1 (stereo unspecified)	12	.	7	-12	94	99	4	1.2	1	-4
O=C1CC(SCCc2nc3ccccc3[nH]2)C(=O)N1c1ccc(F)cc1 (stereo unspecified)	10	.	4	-10	97	99	12	1.1	1	-4
COc1cccc(/C=N/Nc2nc(N3CCCC3)nc(N3CCCC3)n2)c1O	19	.	-1	-19	101	112	-9	0.33	1	0
Cc1[nH]n(-c2ccccc2)c(=O)c1-c1ccccc1	-10	.	7	10	94	111	-8	1	1	4
N#CCCC12CCCCC1=Nc1ccccc12 (stereo unspecified)	20	-0.34	5	-1	94	101	6	1.2	1.1	-10
O=C(c1cccnc1)N1CCc2ccccc2C1	-5	.	1	5	99	105	-2	1.1	1.1	-8
COc1ccc(C)cc1NS(=O)(=O)c1cn(C)c(=O)n(C)c1=O	4	.	2	-4	98	99	10	1	1	-5
CC1CCN(C(=O)Cn2cc(C(=O)C3CC3)c3ccccc32)CC1	4	0.63	-1	-5	99	103	1	1.3	1	-2
Cc1ccc(C(=O)NCC(=O)OCC(=O)c2cc(C)n(Cc3ccco3)c2C)cc1	-19	.	6	19	94	92	5	1.2	0.9	9
COc1ccc(N2C(=O)c3ccccc3NC2c2cccnc2)cc1 (stereo unspecified)	-2	.	-8	2	106	100	2	1.6	1	-2
Cc1ccc(S(=O)(=O)c2nc(C)oc2N2CCOCC2)cc1	-2	.	1	2	98	96	7	2	1.1	-7
O=C(c1cc(-c2ccco2)nc2ccccc12)N1CCN(c2ccc(F)cc2)CC1	-10	0.025	3	10	97	92	8	0.71	0.8	16
COc1ccccc1N/N=C/c1ccc2c(c1)OCO2	-3	-0.029	51*	3	55	40	72*	1.1	0.9	8
Cc1ccc(NC(=O)CCSc2nnc(Cc3ccccc3)o2)cc1	-16	.	0	16	100	109	-8	1.2	1	-1
O=C(NCc1nnc(SCC(=O)N2CCOCC2)o1)c1ccccc1F	11	0.21	0	-11	100	96	9	1.4	1.1	-9
Cc1cc(SCC(=O)c2cccs2)n2nc(C)c(-c3ccccc3)c2n1	4	.	1	-4	99	79	26	0.87	1	3
COc1ccc(CC(=O)Nc2ccc(OC(C)=O)cc2C(=O)O)cc1	-4	0.22	-1	4	99	114	-11	1.3	1	-4
O=C(Nc1ccc(-c2nc3ncccc3o2)cc1)c1ccc(Br)o1	3	0.067	-7	-3	106	81	25	1.4	1	1
CCOC(=O)C1CCCN(CC(=O)Nc2c(C(=O)OC)[nH]c3ccc(C)cc23)C1 (stereo unspecified)	-7	.	5	7	95	104	-1	0.53	1	-5
Cc1c(C(=O)N2CCCCC2)nnn1-c1nonc1N	0	0.88	-3	0	103	105	0	1.2	1	0
COc1cccc(-n2cnc(=O)c3cccnc32)c1	-14	.	2	14	98	94	9	1.1	1	-5
COc1ccc([N+](=O)[O-])cc1NS(=O)(=O)c1ccccc1	6	.	2	-6	98	95	5	1.1	1	2
N=c1ccn(Cc2ccc(Cl)cc2Cl)cc1	-1	0.017	9	1	92	76	29	0.7	1.1	-6
COc1ccc(NC(=O)Cn2c(NCC(C)O)nc3ccccc32)cc1Cl (stereo unspecified)	-17	-0.28	-9	17	109	96	6	1.2	1.1	-11
CCOc1ccc(S(=O)(=O)NCCCN2CCOCC2)c2ccccc12	2	.	5	-2	96	100	7	1.1	1	-3

Single records (already shown). Order of screens: APP transl inh | ROMK primary | STAT1 blocker | APP 5'UTR act | STAT1 act | STAT3 activator | STAT3 inh | NF-kB expr up | FLuc act counter | FLuc inh counter
`COc1ccc(C)cc1NS(=O)(=O)c1cn(C)c(=O)n(C)c1=O` as listed: 4 | . | 2 | -4 | 98 | 99 | 10 | 1 | 1 | -5
`COc1ccc(N2C(=O)c3ccccc3NC2c2cccnc2)cc1` (stereo unspecified) as listed: -2 | . | -8 | 2 | 106 | 100 | 2 | 1.6 | 1 | -2
`COc1ccc(CC(=O)Nc2ccc(OC(C)=O)cc2C(=O)O)cc1` as listed: -4 | 0.22 | -1 | 4 | 99 | 114 | -11 | 1.3 | 1 | -4
`COc1ccc([N+](=O)[O-])cc1NS(=O)(=O)c1ccccc1` as listed: 6 | . | 2 | -6 | 98 | 95 | 5 | 1.1 | 1 | 2
`Cc1ccc(C(=O)NCC(=O)OCC(=O)c2cc(C)n(Cc3ccco3)c2C)cc1` as listed: -19 | . | 6 | 19 | 94 | 92 | 5 | 1.2 | 0.9 | 9

Next entries follow.
SMILES	APP transl inh	ROMK primary	STAT1 blocker	APP 5'UTR act	STAT1 act	STAT3 activator	STAT3 inh	NF-kB expr up	FLuc act counter	FLuc inh counter
COc1ccc(C(NC(=O)CC(C)C)NC(=O)CC(C)C)cc1OC	9	.	7	-9	94	93	12	1.1	1	-5
CCN(CC)S(=O)(=O)c1cc(C(=O)OCC(=O)Nc2cccc(S(=O)(=O)N(C)C)c2)ccc1F	7	0.094	5	-7	95	108	3	0.94	1	-3
O=C(/C=C/c1cccs1)c1ccc(N2CCOCC2)cc1	-236	2.5*	-21	236*	120	85	21	3.2	0	96*
COc1ccc(-c2cc(CNC(=O)CN(C)Cc3ccccc3)on2)cc1	-2	.	0	1	100	99	12	1.1	1	-2
CC1OC(OCC2OC(Oc3c(-c4ccc(O)cc4)oc4cc(O)cc(O)c4c3=O)C(O)C(O)C2O)C(O)C(O)C1O (stereo unspecified)	-10	.	0	10	99	.	.	1.2	1.1	-6
O=C(c1sc2ccccc2c1Cl)N1CCN(c2ccc(F)cc2)CC1	-21	.	1	21	99	109	-6	0.99	1	-5
COCCNC(=S)N(CCc1c(C)[nH]c2ccc(C)cc12)Cc1cc(OC)c(OC)c(OC)c1	12	-0.49	4	-12	97	103	-4	0.67	1	-2
COc1ccc(C2C(C(=O)Nc3cccc(C)n3)c3ccccc3C(=O)N2C)cc1OC (stereo unspecified)	2	0.56	6	-2	95	89	15	0.7	1.1	-7
